PGC1a acetyl inh: modulators of PGC1a acetylation | U2OS PGC1a acetylation, AlphaScreen anti-acetyl-lysine; with virally co-expressed GCN5 acetyltransferase | inhibition, % at 15.6 µM | 0.17% of 350,000 active;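 active = every replicate shows inhibition of at least 40%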;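 note: 0% = neutral control wells and 100% = positive control wells; some results beyond the cut were filed as inactive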
F508del corr: correctors of CFTR F508del function in bronchial epithelial cells. CFBE cells, YFP halide quenching; stimulated with forskolin plus potentiator P3; % fluorescence drop versus neutral controls. activity (quench increase), % at 7.58 µM. 0.36% of 350,000 active;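 active = mean added fluorescence quench of at least 8% versus neutral control, with both replicates also reaching 8%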;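 note: cells transiently co-express mutant CFTR-F508del with the halide-sensitive YFP; corrector assay measuring rescue of mutant channel to the surface after 24 h compound exposure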
miR-122 sensor: blocks miR-122 activity in Huh7 sensor cells; Huh7 miR-122 Renilla luciferase sensor, 48 h; neutral wells = 0, positive control = 100; activation (reporter increase), % at 12.5 µM; 0.3% of 340,000 active;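 active = mean replicate activation score at least 90 and every replicate individually at or above 90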;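 note: higher luciferase means less miR-122 activity so hits act as miR-122 inhibitors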
PglD DTNB: inhibitors of Campylobacter jejuni PglD acetyltransferase | purified PglD enzyme, DTNB colorimetric CoA detection | inhibition, % at 12.5 µM | 0.098% of 360,000 active; in the data active = inhibition above about 16%, passing the limit was not always enough; note: strong numbers were not always called active
Cneo AK release: Cryptococcus neoformans lysis via adenylate kinase release; C. neoformans lysis, adenylate kinase release luminescence, 4 h; normalised: neutral wells 0, clomiphene wells 100; lysis activity, % at 15 µM; 0.2% of 360,000 active; AID 651654;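 active = mean lysis activity across replicates of at least 80%, whatever share of replicates individually reach that level; inactive = mean lysis activity below 80%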
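read-out = cell lysis signal | test system = log-phase Cryptococcus neoformans yeast cells | input = cells at 5 × 10^6 per mL | medium = fresh YPD growth medium | signal = luminescent adenylate kinase detection reagent | timing = 4 h at 37 °C static, read 1 h later | dosing = single dose | controls = Clomiphene as positive lysis control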
FN deposition inh: fibronectin deposition inhibition | AH1F fibroblasts, Alexa488-fibronectin deposition fluorescence, overnight | inhibition, % at 12.6 µM | 0.086% of 350,000 active;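 active = mean inhibition across replicates of 30% or more, regardless of how many single replicates reach that level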;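 note: positive control wells lacked labelled fibronectin entirely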
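Material – AH1F fibroblast monolayer, labelled fibronectin deposition · Reagent – labelled fibronectin 24 nM · Timing – 1 h adhesion, overnight exposure · Measured by – fluorescence at 485 nm excitation, 525 nm emission · Read-out – inhibition of fibronectin deposition signal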
INS-1E GSIS act: GLuc luminescence reporter in INS-1E cells, primary screen for activators of glucose-dependent secretion of insulin | 0.61% of 370,000 active | AID 743287 | activation, % at 16.6 µM | INS-1E GLuc reporter insulin secretion, 2-3 h;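 active = lowest replicate activation of at least 40%, so every replicate reaches that level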;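 note: 0% = median of neutral control wells and 100% = median of IBMX positive control wells; some compounds called inactive have numbers as strong as hits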
C2C12 statin: suppressors of simvastatin-induced myotoxicity in C2C12 myotubes; AID 602340; rescue of ATP level, % at 7.49 µM; ATP luminescence, 48 h; scaled: DMSO 0, geranylgeraniol control 100; 0.78% of 330,000 active;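 active = mean ATP rescue above about 67%, or every replicate alone reaching that limit, limit read from the data, passing the limit was not always enough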;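 note: myotubes were challenged with 10 µM simvastatin during compound exposure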
The depositor's hits bear a star; / = not tested or not shown; [ ] = another dose, or the depositor's remark. An unsorted share of the library. Share with any hit: about 2.1%.

SMILES | PGC1a acetyl inh | F508del corr | miR-122 sensor | PglD DTNB | Cneo AK release | FN deposition inh | INS-1E GSIS act | C2C12 statin
CCOC(=O)c1c(N)nn(C(=O)CC)c1-c1ccccc1 | 1 | / | -5 | 7 | -1 | 7 | / | -1
O=C(CSCC(=O)N1CCOCC1)Nc1nc(-c2ccccc2)cs1 | -6 | -1.4 | 1 | / | / | 2 | -3 | 7
COCCN1C[C@@H](CO)O[C@@H](n2cnc3c(N4CCN(c5ccccc5)CC4)ncnc32)C1 | -8 | 1.2 | 0 | 2 | 2 | -3 | 10 | 1
Cc1ccc(C)c(S(=O)(=O)N2CCN(C(=O)c3ccnn3C)CC2)c1 | / | 2.7 | -6 | -5 | 0 | / | 48 | 1
CN(CC(=O)Nc1ccccc1N1CCOCC1)S(=O)(=O)c1ccc(Cl)cc1 | 0 | / | -2 | -4 | 2 | / | / | 5
CCOC(=O)n1c(=O)n(Cc2ccccc2C)c2ccccc21 | -2 | 3.2 | / | / | / | 1 | 2 | /
CCCCC(=O)Nc1ccc(C(=O)NNC(=O)c2ccco2)cc1 | -6 | / | -8 | 1 | 0 | / | -2 | -7
CC(Sc1nc2ccccc2c(=O)[nH]1)C(=O)O (stereo not given) | 1 | / | 0 | 0 | 0 | / | / | -11
CSc1snnc1-c1ccccc1 | 4 | -2.1 | 0 | / | / | 3 | 4 | /
CC1CCN(c2nc3ccc(C(=O)N4CCN(Cc5ccccc5)CC4)cc3s2)CC1 | -10 | -0.9 | 1 | 6 | 4 | -5 | -9 | 14
Cc1ccccc1Nc1ncnc(N)n1 | -10 | -2.3 | 0 | -1 | 0 | 11 | -6 | -1
Cc1ccc(C(=O)NN=CC(=O)c2ccccc2)c(C)c1 | / | -2.9 | / | 3 | -1 | 2 | 5 | -2
CC(=O)Nc1ccc(S(=O)(=O)NCC2CCC(C(=O)N3CCCCC3)CC2)cc1 (stereo not given) | -3 | -0.2 | 0 | -5 | 0 | 8 | 6 | -3
O=C(Nc1ccc2c(c1)OCCO2)c1c[nH]c(=O)n(-c2ccc(F)c(Cl)c2)c1=O | -2 | -3.3 | / | -5 | 5 | 6 | 0 | 8
COc1ccccc1C(=O)COC(=O)c1ccc(-n2cnnn2)cc1 | / | 1.5 | / | -6 | 0 | 2 | -1 | -7
O=c1sc(N2CCN(c3ccccc3F)CC2)nc2ccsc12 | / | -1.7 | / | 2 | 0 | 0 | -8 | -17
Cc1csc(SCC(=O)N(C)CC(=O)Nc2ccccc2Cl)n1 | / | -3.9 | / | / | / | 2 | -2 | 13
O=C(C[C@@H]1C[C@H]2c3cc(NC(=O)NC4CCCC4)ccc3O[C@H]2[C@@H](CO)O1)NC1CCCC1 | -2 | 0.8 | 4[16.7 µM] | 0 | -5 | -1 | -6 | 2
CN(C)CCNc1ncnc2c1ncn2[C@H]1CN(Cc2ccc(Cl)cc2)C[C@@H](CO)O1 | / | -0.1 | -9 | 4 | 2 | -8 | -3 | 1
CC(=O)Nc1cccc(-c2ccnc3c2CC(C)(C(=O)NCC2CC2)O3)c1 (stereo not given) | -35 | -2.5 | 8 | -4 | -1 | -3 | / | -16
CCOc1ccc(N=Cc2c(O)c3ccccc3oc2=O)cc1 | 13 | / | -4 | -3 | -1 | 11 | 31 | 4
CCOc1ccccc1NC(=O)COn1nnc2ccc(Cl)cc21 | -12 | / | 0 | -10 | 0 | 0 | / | 0
CC(C)C(=O)Nc1nnc(-c2ccco2)s1 | 1 | 0.0 | 1 | 2 | 1 | -1 | / | /
C/C=C/c1ccc2c(c1)O[C@@H](CN(C)C(=O)C1CCC1)[C@H](C)CN([C@H](C)CO)S2(=O)=O | 4 | 0.6 | 0[16.7 µM] | / | / | / | 6 | -17
O=C(Cn1nnc2ccccc2c1=O)NCC1CCC(C(=O)O)CC1 (stereo not given) | 7 | -0.6 | 3 | 0 | 2 | -3 | -1 | 17
S=C(NCCc1ccccc1)N1CCOCC1 | 9 | -1.1 | -2 | 0 | 2 | 10 | 10 | -2
C[C@H]1CNC(=O)c2c(C(=O)NC3CCN(C(=O)OC(C)(C)C)CC3)ncn21 | -5 | -3.4 | 3 | 2 | 0 | -1 | 3 | -3
O=C1CCCS(=O)(=O)c2ccccc21 | / | 1.8 | 172* | 1 | 2 | -2 | / | 14
O=C(c1cccs1)N1C(=O)c2cccc3cccc1c23 | 8 | 0.8 | 0 | / | / | -4 | 19 | -5
CC(C)(C)NS(=O)(=O)c1ccc(NC(=O)c2cc(-c3ccccc3)nc3ccccc23)cc1 | -2 | / | -8 | -3 | 0 | -1 | / | 5
C/C(CC(=O)Nc1ccc(Cl)cc1Cl)=N\NC(N)=S | -5 | / | / | 12 | -4 | / | / | -39
Fc1ccc(-c2nc3ccncc3[nH]2)cc1 | 7 | / | -3 | 9 | -1 | -15 | 20 | -8
Cc1c(NC(=O)c2ccc([N+](=O)[O-])o2)cccc1-c1nc2ncccc2o1 | -18 | -4.3 | 1 | 4 | 0 | 3 | 3 | 107*
C[C@@H]1CCCCO[C@@H](CN(C)S(C)(=O)=O)[C@H](C)CN([C@@H](C)CO)C(=O)c2cc(NC(=O)Nc3ccc(C(F)(F)F)cc3)ccc2O1 | 5 | 0.6 | 5[16.7 µM] | 0 | 53 | / | 9 | /
O=C(N/N=C/C=C/c1ccccc1[N+](=O)[O-])c1cccs1 | 4 | -3.5 | 13 | 2 | 3 | -4 | -33 | -3
O=C(O)CC(Cn1cnnn1)c1ccccc1 (stereo not given) | -5 | 4.4 | / | -3 | -1 | 3 | 10 | 7
CC(C)C(NC(=O)C1CCC(C(C)(C)C)CC1)C(=O)NCCCN1CCCCC1 (stereo not given) | 6 | 0.8 | 1 | / | / | -5 | / | -2
O=C1NC2CCc3nc4ccccc4c(=O)n3C2=Nc2ccccc21 (stereo not given) | 4 | 0.2 | -7 | -2 | -1 | / | / | 1
COCC(=O)Nc1ccc2c(c1)[C@@H]1C[C@H](CC(=O)N(C)C)O[C@H](CO)[C@@H]1O2 | 2 | 0.4 | -2[16.7 µM] | -3 | 0 | -3 | -7 | -7
CNC(=O)C[C@H]1CC[C@H]2[C@@H](COC[C@H](O)CN2C(=O)c2ccccn2)O1 | -8 | 1.8 | 0[16.7 µM] | 3 | -5 | 3 | 3 | -6
COc1ccc(CN2CCNC(=O)C2CC(=O)NCc2cn3ccc(C)cc3n2)c(OC)c1 (stereo not given) | / | / | / | -5 | -2 | -8 | -10 | /
Cc1c(Cl)cccc1-c1ccc(/C=N/n2cnnc2)o1 | 8 | / | -6 | 2 | 2 | / | / | 9
CCC(C)(C)C1CCC(=NNC(=S)Nc2ccccc2)CC1 (stereo not given) | -6 | 0.7 | 5 | 1 | 1 | -2 | -30 | -4
C/C(=N/OC(=O)CC(C)C)c1cc(-c2ccc(Cl)cc2)no1 | 6 | -1.4 | 1 | / | / | -9 | 7 | /
CSc1cccc(NC(=O)C(C)C)c1 | 8 | -1.0 | -6 | / | / | -12 | 8 | /
C[C@@H]1CCCCO[C@@H](CN(C)S(C)(=O)=O)[C@@H](C)CN([C@H](C)CO)C(=O)c2cc(NS(=O)(=O)c3ccc(Cl)cc3)ccc2O1 | 0 | 1.0 | 9[16.7 µM] | 3 | 4 | -5 | 19 | 11
O=c1/c(=C\c2cccnc2)sc2nc3ccccc3n12 | 0 | -1.3 | 0 | 5 | -6 | / | / | -29
CC(NC(=O)c1cc(-c2ccncc2)nc2ccc(Br)cc12)C1CCCO1 (stereo not given) | -3 | -0.2 | 0 | -2 | 0 | -2 | 1 | /
CCCNC(=O)Nc1ccc2c(c1)OC[C@H](C)NC[C@H](C)[C@H](OC)CN(C)C2=O | / | / | 0[16.7 µM] | 1 | 5 | -3 | 8 | -32
C[C@H]1O[C@@H](O[C@H]2CC[C@@]3(C)C(CC[C@]4(C)C3C=C[C@]35OC[C@@]6(CCC(C)(C)C[C@H]63)[C@@H](O)C[C@]54C)[C@]2(C)CO)[C@H](O)[C@@H](O[C@@H]2O[C@H](CO)[C@@H](O)[C@H](O)[C@H]2O)[C@H]1O (stereo not given in full) | / | -0.6 | / | -1 | 8 | 2 | / | 7
CC(C)CN(CC(C)C)C(=O)c1cccc(S(=O)(=O)N2CCc3ccccc32)c1 | 10 | -0.6 | -9 | / | -1 | 11 | / | -10
O=C(C[C@H]1C=C[C@@H](NC(=O)C2CCC2)[C@H](CO)O1)NC1CCC1 | -5 | 0.7 | 7[16.7 µM] | 2 | 1 | / | 7 | 2
Cc1ccc(N/C(CSC(N)=O)=N\S(=O)(=O)c2ccc(C)cc2)cc1 | 16 | / | -2 | 2 | 3 | -7 | / | /
Cc1onc(C(=O)N2CCC(C(N)=O)CC2)c1-c1ccccc1Cl | 9 | / | 1 | 0 | 1 | -4 | / | 92*
COc1nnc(OC)c2ccccc12 | 32 | / | -6 | 5 | 1 | / | / | 6
CCCN(C)C[C@@H]1Oc2cc(C#Cc3cccc(OC)c3)ccc2S(=O)(=O)N([C@H](C)CO)C[C@@H]1C | -47 | 0.3 | -3[16.7 µM] | -2 | 57 | 7 | 6 | 0
Cc1c(C(=O)OC(C)C)sc(NC(=O)c2cccnc2)c1C#N | 0 | / | 17 | -6 | 0 | / | / | -134
O=C(Nc1ccccc1[N+](=O)[O-])C1=C(O)CCn2c1nc1ccccc12 | 13 | / | -9 | -1 | 4 | / | / | -16
COc1ccc(C(=O)OC(C)C(=O)NC2CCCC2)cc1S(=O)(=O)N1CCOCC1 (stereo not given) | -8 | -2.4 | -5 | 2 | 3 | -4 | / | -8
Cc1c(NC(=O)COc2ccccc2Cl)c(=O)n(-c2ccccc2)n1C | / | 0.6 | / | -5 | 1 | -1 | 1 | 4

The list goes on, starting with the last 4 of the part before.
SMILES | PGC1a acetyl inh | F508del corr | miR-122 sensor | PglD DTNB | Cneo AK release | FN deposition inh | INS-1E GSIS act | C2C12 statin
Cc1c(C(=O)OC(C)C)sc(NC(=O)c2cccnc2)c1C#N | 0 | / | 17 | -6 | 0 | / | / | -134
O=C(Nc1ccccc1[N+](=O)[O-])C1=C(O)CCn2c1nc1ccccc12 | 13 | / | -9 | -1 | 4 | / | / | -16
COc1ccc(C(=O)OC(C)C(=O)NC2CCCC2)cc1S(=O)(=O)N1CCOCC1 (stereo not given) | -8 | -2.4 | -5 | 2 | 3 | -4 | / | -8
Cc1c(NC(=O)COc2ccccc2Cl)c(=O)n(-c2ccccc2)n1C | / | 0.6 | / | -5 | 1 | -1 | 1 | 4
Cc1ccc(C(C(=O)NCc2ccco2)N(C(=O)Cc2cccs2)c2cccnc2)cc1 (stereo not given) | 0 | 0.9 | / | / | / | -18 | -4 | /
O=[N+]([O-])c1cc(/C=N/N2CCOCC2)cs1 | -3 | 0.1 | -10 | -3 | 1 | 4 | -14 | 19
CCc1c(C)sc(NC(=O)CC#N)c1C#N | 23 | 0.9 | 11 | -1 | 1 | / | / | /
CCS(=O)(=O)N1CCC(C(=O)NCCN2CCN(Cc3ccccc3)CC2)CC1 | 12 | 0.5 | -3 | 3 | 2 | / | 1 | -19
Cc1ccc(C(c2sc3ncnn3c2O)N2CCC(C)CC2)cc1 (stereo not given) | -6 | -4.3 | -6 | -4 | 4 | 24 | / | -4
Cc1cccnc1NC1(C(F)(F)F)N=C(c2ccccc2)NC1=O (stereo not given) | -26 | / | -3 | -4 | -2 | 8 | 0 | 29
